Screening data (PubChem BioAssay)
SKKanGAS inh = inhibitors of SKKanGAS S. pyogenes growth in kanamycin (SK-promoter or general growth effect); BacTiter-Glo, 6 h; inhibition, % at 7.5 µM; actives 1.3% (n = 300,000);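 active means mean replicate score, as percent of positive control median, at least 50; inconclusive means mean below 50 but one replicate at or above 50; inactive means mean and every replicate below 50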;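 further: strain carries kanamycin resistance gene driven by streptokinase promoter and grows in 40 µg/ml kanamycin; loss of luminescence reflects streptokinase promoter inhibition or plain growth inhibition; 0% = median of DMSO wells and 100% = positive control at its reference dose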
HSF1 activator = increases HSF-1 driven luciferase reporter signal. NIH3T3-HGL HSF-1 luciferase reporter, MG132, 8 h; 100% = twice DMSO control signal. AID 504408. activation, % at 9 µM. actives 1.7% (n = 300,000);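 active means mean replicate activation of at least 50% with a set share of replicates each reaching 50%; inconclusive means only one of those two conditions met; inactive means mean below 50% and too few replicates reaching it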;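 further: 0% = median of the neutral control wells and 100% = twice that signal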
aSyn 5UTR inh = 5' untranslated region of α-synuclein, MLPCN primary screen; alpha-synuclein 5'UTR reporter, inhibitor activity; inhibition, % (tested at 7.5 µM); actives 0.82% (n = 300,000); in the data active means inhibition above about 60%; inconclusive means no clear call, values can overlap the other calls;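 further: H4 neuroglioblastoma cells stably carrying SNCA 5'UTR luciferase fusion; 0% = DMSO wells and 100% = positive control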
IEC-6 cytotox = IEC-6 cytotoxicity, counter-screen for KLF5 inhibitors; luminescence viability; inhibition, % at 5 µM; actives 0.78% (n = 290,000); in the data active means inhibition above about 22%;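 further: 0% = plate median of test compound wells and 100% = cytotoxic reference compound wells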
HSP90 inh = HSP90 refolding inhibition in rabbit reticulocyte lysate. luciferase refolding luminescence, 3 h. inhibition, % at 5.6 µM. actives 0.91% (n = 290,000). AID 1789;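 active means inhibition above the screen-wide mean plus 3 SD, computed separately per campaign, cut at about 16% in these data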;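 further: 0% = DMSO wells and 100% = 60 µM geldanamycin wells; inhibitors lower the luminescence because luciferase stays unfolded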
Platelet DG rel = platelet dense granule release activity; inhibition, %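 (compounds screened at 7.5 µM in platelet-rich plasma)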; human platelet-rich plasma, SFLLRN dense granule ATP release, luminescence; actives 0.22% (n = 300,000);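 active means mean replicate score, as percent of positive control, at or above 50; inconclusive means mean below 50 but at least one replicate at or above 50; inactive means mean and every replicate below 50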
HIF act = HIF pathway transcriptional activation | AID 1910 | activation, % at 7.5 µM (by protocol) | U2OS HRE-luciferase reporter, luminescence; normalized: DMSO 0%, desferrioxamine 100% | actives 0.32% (n = 300,000);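 active means mean activation of at least 10% of the iron chelator positive control signal, with at least half of replicates also reaching 10%; inconclusive means mean and replicate majority disagree about reaching 10%; inactive means mean and most replicates under 10%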
HSF1 inhib = HSF1 inhibition; AID 2098; activity change, negative = inhibition, % at 7.5 µM (by protocol); NIH3T3-HGL HSE-luciferase, MG132-induced, luminescence 8 h; hits give low values; actives 0.77% (n = 300,000);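 active means more than half of replicate wells show activity change below -50%, luminescence cut by over half; inconclusive means some wells, but at most half, below -50%; inactive means no replicate well below -50%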;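 further: luciferase reports HSF-1 transcriptional activity via heat shock element; 0% = median of DMSO wells and -100% = zero luminescence signal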
AI-2 QS mod = modulates the Vibrio harveyi AI-2 quorum sensing system; actives 0.4% (n = 300,000); activity change, % at 7.5 µM; Vibrio harveyi JMH597 AI-2 luminescence/OD600 ratio, 9 h; hits give low values; strain lacks LuxN and CqsS sensors; 0 = neutral-control median; in the data active means activity change below about -75%, passing the limit was not always enough; inconclusive means no clear call, values can overlap the other calls;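 further: luminescence divided by OD600 gain over 9 h not by final OD600 alone; inactives centre near 13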
KLF5 inh = inhibitors of KLF5 expression | DLD-1 KLF5 promoter-luciferase reporter, luminescence | inhibition, % at 5 µM | actives 0.23% (n = 290,000) | AID 1700;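 active means inhibition above a per-plate limit of that plate's mean compound inhibition plus 3 SD, cut at about 60% in these data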;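 further: 0% = DMSO wells and 100% = LY294002 at 200 µM; higher means less KLF5 promoter-driven luciferase light; inactives centre near -14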
Starred values were filed as active, the others as inactive; ? = inconclusive; · = no result given. This is a random part of the collection; about 6% have a hit in one of these screens.

SMILES	SKKanGAS inh	HSF1 activator	aSyn 5UTR inh	IEC-6 cytotox	HSP90 inh	Platelet DG rel	HIF act	HSF1 inhib	AI-2 QS mod	KLF5 inh
COc1ccc2nc(SCC(=O)NC3CCCc4ccccc43)[nH]c2c1 (centres undefined)	10	21	-8	6	0	7	0.0	8	3	-19
O=C(CSc1ccc(F)cc1)NCC1(N2CCOCC2)CCCCC1	-1	29	-4	·	·	-4	-1.2	8	19	·
COc1ccc(C(=O)/C=C/Nc2ccc(S(=O)(=O)Nc3cc(OC)nc(OC)n3)cc2)c(OC)c1	25	31	29	-3	-3	-13	0.2	-1	24	-9
C=CCNC(=O)CCc1nnc(C2(c3ccc(Cl)cc3)CCC2)o1	0	34	-120	9	1	-1	2.5	13	15	-51
Cc1ccc(S(=O)(=O)N(C)C)cc1NC(=O)COC(=O)CC1CCCC1	-5	1	15	·	·	10	-0.3	2	4	·
COc1cccc(-c2csc(N3CCN(C(=O)Nc4ccccc4OC)CC3)n2)c1	10	3	-10	0	2	7	0.0	-7	26	-11
CC12CN(C(=O)c3ccc([N+](=O)[O-])cc3)CC(C)(CN(C(=O)c3ccc([N+](=O)[O-])cc3)C1)C2=O	-1	-3	-1	1	0	-5	0.0	-1	10	-40
COc1ccc(CCNC(=O)c2ccc3nc4cc(Cl)ccc4c(=O)n3c2)cc1OC	23	6	-29	3	-4	-8	1.0	-3	24	-51
CCCc1cc(=O)n2[nH]c(-c3ccccc3)cc2n1	-12	5	-52	9	2	-2	2.0	-4	15	-101
COc1ccc2c(c1)c1ccccc1n2C	1	11	10	0	5	5	1.7	-3	3	-23

Structural class: the compounds so far containing a carbonyl joined to an NH by a bond outside any ring (6)
SMILES	SKKanGAS inh	HSF1 activator	aSyn 5UTR inh	IEC-6 cytotox	HSP90 inh	Platelet DG rel	HIF act	HSF1 inhib	AI-2 QS mod	KLF5 inh
COc1ccc2nc(SCC(=O)NC3CCCc4ccccc43)[nH]c2c1 (centres undefined)	10	21	-8	6	0	7	0.0	8	3	-19
O=C(CSc1ccc(F)cc1)NCC1(N2CCOCC2)CCCCC1	-1	29	-4	·	·	-4	-1.2	8	19	·
C=CCNC(=O)CCc1nnc(C2(c3ccc(Cl)cc3)CCC2)o1	0	34	-120	9	1	-1	2.5	13	15	-51
Cc1ccc(S(=O)(=O)N(C)C)cc1NC(=O)COC(=O)CC1CCCC1	-5	1	15	·	·	10	-0.3	2	4	·
COc1cccc(-c2csc(N3CCN(C(=O)Nc4ccccc4OC)CC3)n2)c1	10	3	-10	0	2	7	0.0	-7	26	-11
COc1ccc(CCNC(=O)c2ccc3nc4cc(Cl)ccc4c(=O)n3c2)cc1OC	23	6	-29	3	-4	-8	1.0	-3	24	-51

Two entries from above, with bars between the fields:
canonical_smiles | SKKanGAS inh | HSF1 activator | aSyn 5UTR inh | IEC-6 cytotox | HSP90 inh | Platelet DG rel | HIF act | HSF1 inhib | AI-2 QS mod | KLF5 inh
COc1ccc(C(=O)/C=C/Nc2ccc(S(=O)(=O)Nc3cc(OC)nc(OC)n3)cc2)c(OC)c1 | 25 | 31 | 29 | -3 | -3 | -13 | 0.2 | -1 | 24 | -9
Cc1ccc(S(=O)(=O)N(C)C)cc1NC(=O)COC(=O)CC1CCCC1 | -5 | 1 | 15 | · | · | 10 | -0.3 | 2 | 4 | ·

Going on with the list.
SMILES	SKKanGAS inh	HSF1 activator	aSyn 5UTR inh	IEC-6 cytotox	HSP90 inh	Platelet DG rel	HIF act	HSF1 inhib	AI-2 QS mod	KLF5 inh
CC1(C)Cc2c(C#N)c(NCC3CCCO3)nc(-c3ccco3)c2CO1 (centres undefined)	-12	18	17	1	-1	-6	-0.3	6	6	-17
Cc1ccc(-n2nc3c(=O)n(C(C)C(=O)NCc4ccco4)nc(C)c3c2C)cc1 (centres undefined)	-1	-35	9	10	1	-3	0.4	-17	0	-11
O=C(Nc1ccc2oc(-c3cccnc3)nc2c1)c1ccc([N+](=O)[O-])o1	19	-8	-97	-3	-5	-4	3.5	-4	25	-5
N#C/C(=C/c1ccc(CNS(=O)(=O)c2ccccc2)o1)C(=O)NCc1ccccc1	3	-1	2	0	-4	4	-0.4	-8	6	-14
Cc1ccc(-n2[nH]c(=O)c3cccnc32)cc1	0	7	-10	-7	-4	-3	0.6	-4	13	-25
CCN(CC)CCN1C(=O)/C(=C\c2ccc(Cl)c([N+](=O)[O-])c2)SC1=Nc1ccc(OC)cc1	13	43	74*	13	4	18	-2.6	61	9	13
COc1ccc(C(=O)OCC(=O)NCCCc2ccccc2)c(OC)c1	-11	-3	4	-4	-3	-3	0.7	-10	2	7
O=C(CCS(=O)(=O)c1cccs1)N1CCN(c2ccc(F)cc2)CC1	-1	10	-45	1	-2	0	1.9	3	25	-63
O=C(Nc1nc2ccccc2[nH]1)c1cccs1	9	55*	-91	9	9	8	-1.1	38	33	-191
O=C(O)c1ccccc1C(=O)c1ccc2c(c1)N(Cc1ccc(Cl)c(Cl)c1)C(=O)CO2	3	35	13	-2	3	-4	-1.2	18	43	9
O=C(Nc1nccs1)c1ccc(Br)o1	1	14	-102	7	2	6	1.0	1	6	-41
Cc1ccc(-c2nnc(-c3ccc(NC(=O)c4ccco4)cc3)o2)cc1	22	25	-26	0	1	1	0.0	-5	8	-32
COc1cccc(C(=O)CSc2nc3ccccc3n2CC(=O)N(C(C)C)C(C)C)c1	7	-43	19	5	-1	-12	0.0	-21	11	-16
CCOc1ccccc1/C=N/n1nnnc1N	2	17	5	6	3	-8	-0.5	4	35	11
NC(=O)CC(NC(=O)c1ccc(Br)cc1)c1ccc(NC2CCCCCCC2)c([N+](=O)[O-])c1 (centres undefined)	26	30	-3	-5	3	0	-0.2	19	28	-28
CC(=O)Nc1nc2ccccc2n1Cc1ccc(Cl)cc1	64*	8	?	16	-1	4	0.2	-2	5	-19
Cc1nn(CCc2nn[nH]n2)c2nc(-c3ccc(Br)cc3)cc(C(F)(F)F)c12	26	8	19	11	-3	-6	-0.3	1	41	-19
COc1ccc(CC(=O)Nc2cccnc2)cc1	-3	-23	-2	-1	1	2	0.2	-15	3	-15
O=C(NC12CC3CC(CC(C3)C1)C2)c1ccc([N+](=O)[O-])o1	93*	33	-200	66*	0	21	3.1	22	-210*	15
O=C(CCc1ccccc1)Nc1ccc(S(=O)(=O)N2CCCC2)cc1	2	2	-5	-7	-1	-4	-0.5	-8	-89*	-12
COc1ccc(N(CC(=O)Nc2ccc3c(c2)OCCO3)S(C)(=O)=O)c(OC)c1	-5	-44	-71	-4	5	3	-1.8	-39	2	-18
COc1ccc(N2CCN(C(=O)c3cccc(NC(=O)c4ccco4)c3)CC2)cc1	3	-8	13	-3	-1	-4	0.4	-1	20	-6
CCN1CCN(CC(=O)n2c3c(c4ccccc42)CC(C)CC3)CC1 (centres undefined)	9	5	7	0	3	-3	-0.1	1	7	-7
O=c1c(Cc2ccc(Cl)cc2)c(O)ccn1Cc1cccc(Cl)c1	-5	-8	18	-2	1	-29	0.1	0	3	-3
CCOc1ccc(CN2CCNC(=O)C2CC(=O)NCCN2CCOC2=O)cc1 (centres undefined)	-4	1	13	-7	2	-8	0.6	-8	3	-41
CC1CCN(C(=O)CCc2nnc3ccc(NCCCN4CCCC4=O)nn23)CC1	-9	5	-7	0	0	6	0.2	2	-3	-4
CC(=O)c1sc(NC(=O)C2CCN(C(=O)c3ccccc3C)CC2)nc1-c1ccccc1	-4	-5	4	·	·	-30	0.0	-4	19	·
COc1ccc(S(=O)(=O)Cc2ccc(C(=O)N3CCN(c4ccccc4)CC3)o2)cc1	-4	-5	11	2	2	-2	·	0	13	-2
CCOc1ccc(NC(=O)CCCN2C(=S)NC(C)(C)CC2C)cc1 (centres undefined)	-1	-19	14	-1	4	7	-0.2	-10	19	-11
CCOC(=O)C1=C(C)NC2=C(C(=O)CC(C)(C)C2)C1c1ccc(O)c(OCC)c1 (centres undefined)	12	·	10	6	5	-2	·	·	23	2
CC(C)c1ccc(NC(=O)c2ccc(NC3=NC4CS(=O)(=O)CC4S3)cc2)cc1 (centres undefined)	-7	-9	14	-6	2	-1	0.8	0	17	-16
CCn1cc(C(=O)N2CCN(c3ccc([N+](=O)[O-])cc3)CC2)c(=O)c2ccc(C)nc21	5	-14	50	2	2	-9	-0.3	-1	15	-48
COC(=O)Nc1nc(-c2ccccc2)c(C(=O)c2ccc(Cl)cc2)s1	27	-23	94*	56*	2	-4	0.0	-19	-2	62*
COC(=O)C1=C(N)Oc2cc(C)n(CCc3ccccc3)c(=O)c2C1c1cccnc1 (centres undefined)	2	-46	6	8	1	4	-0.5	-26	8	-16
O=C(c1c(F)cccc1F)N1CCCC(c2nc(-c3ccc(Cl)cc3)no2)C1 (centres undefined)	6	2	-33	0	0	1	1.1	6	-5	0
O=C(CSc1nc2ccccc2n1CC(=O)NCc1ccccc1)NCc1ccco1	-25	24	1	-2	0	-2	-0.1	11	51	-16
COc1cccc(-c2cc(C(=O)N/N=C/c3ccc(OC)c(COC(C)=O)c3)c3ccccc3n2)c1	7	36	21	-2	0	13	-0.5	12	13	-17
COc1ccc(C2SCC(=O)N2C)cc1 (centres undefined)	4	-9	12	2	2	-6	-0.2	-7	16	-38
CCCc1c(C(=O)Nc2ccc(OC)cc2)cnn1-c1ccccc1	0	21	-24	-6	2	11	1.0	-1	12	-17
COC(=O)c1ccccc1OCCCCN1CC(C)OC(C)C1 (centres undefined)	-6	34	2	-2	-1	7	0.5	10	28	-15
Cc1cc(C)n(-c2ccc(C(=O)NC3=NCCS3)cc2)n1	-1	20	-110	6	2	4	1.1	5	20	-54
CCN(CC)CCn1c(=S)[nH]c2ccc(Br)cc2c1=O	1	5	-2	-4	3	-3	0.1	5	16	-28
CC(C)(C)c1cc(C(F)(F)F)n2ncc(-c3ccccc3)c2n1	5	-7	18	-6	-3	7	0.9	-1	14	-28
CC(C(=O)Nc1ccncc1)(c1ccccc1)c1ccccc1	-5	7	9	-2	0	-2	-0.1	3	24	5
COc1cccc(NC(=O)CNS(=O)(=O)c2ccc3nc(C)sc3c2)c1	-1	20	-21	-10	-1	0	-0.2	-3	11	-11
CCCC(c1nnnn1CC(=O)OCC)N(Cc1cc2c(C)cc(C)cc2[nH]c1=O)C1CCCC1 (centres undefined)	4	92*	-3	2	0	2	-0.5	66	12	-7
Cc1cc(OCC(=O)Nc2cnn(CCCC(=O)O)c2)ccc1[N+](=O)[O-]	5	-3	1	2	4	1	-0.1	5	31	-20
O=S(=O)(c1cccs1)N1CCC(CO)(Cc2ccc(Cl)cc2)CC1	20	4	-20	-10	0	2	-0.9	-2	2	-7
CC(=O)N/C(=N/c1nc(C)cc(C)n1)Nc1cc(C)cc(C)c1	-4	5	-1	-2	2	-2	2.0	4	-3	-5
